# DT40 TDP1 CPT – growth inhibition of DT40 Tdp1-/-;hTDP1 cells with camptothecin (screen for TDP1 inhibitors) | chicken DT40 Tdp1-/-;hTDP1 cells + 20 nM CPT, ATP luminescence, 48 h | Potency, µM (titrated, usually from 46.2 µM), for inactives: top-dose activity change, negative = growth inhibition, most hits filed as inhibitors | actives 12% (n = 420,000) | AID 686979; further: nearly all actives have a fitted effect of over 55% in size
#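 Cell growth measured by CellTiter-Glo luminescence after a minimum 48 h, 37 C compound exposure with 20 nM CPT in Tdp1-knockout DT40 cells stably expressing hTDP1, seeded 400/well; qHTS titration format.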
# KAT2A inh – blocks human GCN5L2 histone acetyltransferase. Potency, µM (top dose mostly 58.9 µM), for inactives: top-dose activity change, negative = inhibition, usual class: inhibitors. Q92830. AID 504327. GCN5L2 HAT assay, ThioGlo1 CoA-SH fluorescence. actives 0.21% (n = 390,000)
# Target sequence (Q92830 whole entry, looked up): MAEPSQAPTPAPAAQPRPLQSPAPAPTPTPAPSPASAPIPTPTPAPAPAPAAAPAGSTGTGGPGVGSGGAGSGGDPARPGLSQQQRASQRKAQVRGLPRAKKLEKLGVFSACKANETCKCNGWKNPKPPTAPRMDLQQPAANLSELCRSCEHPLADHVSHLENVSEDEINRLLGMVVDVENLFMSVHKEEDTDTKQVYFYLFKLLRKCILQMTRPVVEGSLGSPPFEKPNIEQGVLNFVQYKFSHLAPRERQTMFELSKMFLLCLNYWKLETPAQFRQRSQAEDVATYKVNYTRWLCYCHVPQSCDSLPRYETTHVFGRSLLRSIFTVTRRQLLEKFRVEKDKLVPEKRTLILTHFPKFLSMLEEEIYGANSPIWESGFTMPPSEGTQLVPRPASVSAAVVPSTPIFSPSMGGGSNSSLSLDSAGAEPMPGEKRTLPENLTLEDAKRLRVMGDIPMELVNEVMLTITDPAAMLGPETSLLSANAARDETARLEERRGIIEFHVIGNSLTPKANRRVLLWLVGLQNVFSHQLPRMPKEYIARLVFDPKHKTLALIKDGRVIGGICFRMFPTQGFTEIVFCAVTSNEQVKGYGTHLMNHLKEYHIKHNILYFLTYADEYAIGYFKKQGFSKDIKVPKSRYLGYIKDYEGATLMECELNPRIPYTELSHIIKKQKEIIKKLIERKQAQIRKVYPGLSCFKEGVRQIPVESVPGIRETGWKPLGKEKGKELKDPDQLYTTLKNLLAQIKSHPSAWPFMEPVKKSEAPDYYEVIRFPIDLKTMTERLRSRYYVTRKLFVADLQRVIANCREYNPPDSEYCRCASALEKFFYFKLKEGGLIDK
#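 ThioGlo1-coupled HAT assay: 20nM GCN5L2, 70uM acetyl-CoA, 75uM H3(1-25) peptide, pH 7.5. Fluorescence read at 340/540nm at start and after 20 min at room temperature.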
# TDP1 cell noCPT – qHTS for Inhibitors of human tyrosyl-DNA phosphodiesterase 1 (TDP1): qHTS in cells in absence of CPT | DT40 Tdp1-/- hTDP1 cells, no CPT, ATP luminescence, 48 h | Potency, µM (doses to about 46.2 µM), without a hit: at the top dose activity change, negative = growth inhibition, most hits filed as inhibitors | actives 15% (n = 420,000) | AID 686978, 2013; further: nearly all actives have a fitted effect of over 55% in size
#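 Seeded 400 DT40-hTDP1 cells/well (vehicle DMSO, no 20 nM CPT); pinned compounds; ≥48 hr at 37 °C; CellTiter-Glo luminescence as viability measure.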
# Starred values were filed as active, the others as inactive; ? = inconclusive; / = not tested or not shown; & = joins results of further samples; ! = repeats disagree. The call rests on the fitted dose curve; in most records, active means well fitted curve in the direction sought with a large enough effect; inconclusive means small, poorly fitted or top-dose-only effect, or another doubt; inactive means no such curve, though single readings can be large; an effect the other way counts as inactive or inconclusive. On the % scale 0 is the no-effect control and ±100 the full control effect; potency means the concentration at half of the fitted maximal effect. A portion of the library (hit frequency here may not be typical).
SMILES,DT40 TDP1 CPT,KAT2A inh,TDP1 cell noCPT
COc1cc([N+](=O)[O-])ccc1NC(=O)CCCOc1cc(C)ccc1C,-12%,23%,5%
Cc1cc(C)nc(SC(C)C(=O)Nc2ccc(S(N)(=O)=O)cc2)n1 (centres undefined),-28%,-13%,-11%
Cc1cc(NC(=O)c2cc(-c3ccccc3C)nc3ccccc23)no1,?,-4%,21µM*
CN(C(=O)COC(=O)CCc1c[nH]c2ccccc12)C(c1ccccc1)c1ccccc1,?,-4%,?
COc1cc(C2C(C#N)=C(N)N(N(C)C)C3=C2C(=O)CC(C)(C)C3)ccc1O (centres undefined),-9%,-14%,-6%
CCOC(=O)/C(=N\Nc1cc(Cl)ccc1Cl)N1CCN(CC)CC1,21µM*,23%,?
COc1ccccc1CN(C)C[C@@H]1OCc2cnnn2CCCC(=O)N([C@H](C)CO)C[C@H]1C,-14%,/,?
O=C(CSc1nnc(NC(=O)C2CC2)s1)Nc1ccccc1Cl,-10%,-2%,?
COc1cccc(C(=O)NCC(c2ccco2)N2CCOCC2)c1 (centres undefined),-11%,-5%,-8%
Cn1c(=O)c2c(nc(SCC(=O)Nc3ccccc3)n2Cc2ccccc2F)n(C)c1=O,?,1%,?
Nc1nonc1C(=O)N/N=C/c1cc2c(cc1Br)OCO2,11%,0%,15%
CC(=O)Nc1c(Cl)cnn(-c2ccccc2)c1=O,7%,/,-6%
CC12CCC(=O)N1C(C(=O)NCCc1ccc(F)cc1)CS2 (centres undefined),-6%,/,10%
CC(=O)c1cccc(NC(=O)CSc2nc3ccccc3c(=O)n2CCCN2CCOCC2)c1,-21%,0%,?
O=C1OC(c2ccccc2)=C/C1=C/N1CCCCC1,?,?,-19%
COc1ccccc1CNC(=O)C(C)Sc1ccc(C)cc1 (centres undefined),-3%,-1%,26µM*
Cc1nn(C)c(C(=O)NNC(=S)NCC(C)C)c1Cl,?,3%,?
Cc1ncc([N+](=O)[O-])n1CC(=O)Nc1ccc(OC(F)(F)Cl)cc1,?,1%,?
COc1ccccc1OCC(=O)NCc1n[nH]c(=O)c2ccccc12,?,-4%,?
COc1cccc(C(=O)NCC(=O)N/N=C/c2cccs2)c1,11%,1%,8%
Cc1ccc(Nc2nc(N)c3ccccc3n2)cc1Cl,15µM*,4%,?
O=[N+]([O-])c1cccc(/C=N/NC2=NCCCCC2)c1,?,-1%,10%
O=C(CCc1ccccc1)NCc1ccc2c(c1)CCN2C(=O)c1ccc(Cl)cc1,-11%,-19%,-4%
O=C(COC(=O)Cc1ccsc1)Nc1ccc(Cl)cn1,-3%,0%,-7%
COc1ccc(-c2csc(NC(=O)c3c(C)noc3C)n2)cc1OC,21µM*,/,15µM*
Cc1ccc(NC(=O)c2cccc(NC(=O)N3CCSc4ncccc43)c2)cc1F,-19%,-1%,-25%
Cc1ccccc1NC(=O)NC1(C(=O)N2CCN(C)CC2)CCCCC1,1%,-1%,3%
CCOc1cc(/C=C\c2[nH]c(=O)[nH]c(=O)c2[N+](=O)[O-])ccc1OC(C)CC (centres undefined),-19%,-13%,-6%
C/C(=C/C(=O)NCc1ccccc1)C(=O)O,8%,-3%,1%
Cc1cc(N=CC2=C(O)CC(C)(C)CC2=O)no1,-16%,-3%,-4%
C[n+]1ccc(/C=N/Nc2nc(Cl)c(C#N)c(Cl)c2Cl)cc1,?,-12%,?
O=C(COc1ccccc1O)Nc1ccccc1Cl,-13%,-7%,11%
Cc1cc(C)n(-c2nc3cc(Cl)ccc3nc2Nc2ccc(CC(=O)O)cc2)n1,-24%,-5%,-9%
COc1ccc(C2C(CN3CCOCC3)C(=O)N2c2ccccc2)cc1 (centres undefined),-3%,-4%,?
Cc1ccc(-c2cc(C(F)F)n3ncc(C(=O)Nc4cn(C)nc4C)c3n2)cc1,-19%,-8%,?
COc1ccccc1C(=O)Nc1ccc(N2CCN(Cc3ccccc3)CC2)cc1,?,0%,?
O=C(c1cccs1)N1CCN(Cc2ccncc2)CC1,-12%,-10%,5%
Cn1c(=O)c2c(nc3n2CC(COc2ccccc2)O3)n(C)c1=O (centres undefined),-30%,-1%,?
Nc1ccc2nc(SCC(=O)Nc3ccc(N4CCOCC4)c(Cl)c3)sc2c1,?,-6%,23µM*
O=C(Cc1cccs1)N(c1ccc(F)cc1)C1(C(=O)NC2CCCCC2)CCCC1,?,-3%,23µM*
O=C(Nc1c(O)c2ccccc2[nH]c1=O)c1ccco1,-2%,-27%,7%
CCCCc1nnc(NC(=O)CSCc2cc(=O)n3ccsc3n2)s1,4%,1%,18%
Oc1ccc(C[C@H]2CNC(=S)N2C[C@H]2CCCN2C[C@H](Cc2ccccc2)N2C[C@H](Cc3ccc(O)cc3)N(CCc3ccccc3)C2=S)cc1,7.3µM*,/,4.1µM*
CC1c2ccsc2CCN1S(=O)(=O)c1cccs1 (centres undefined),-5%,-2%,-21%
O=c1c(-c2cccc(F)c2)nc2cncnc2n1-c1ccccc1,1%,-11%,0%
CC(=O)N1CCC2(CCCN(c3ccncc3)C2)CC1,16%,-3%,28%
O=C(NCCc1nc2ccccc2[nH]1)/C(=C/c1ccco1)NC(=O)c1ccccc1Br,?,1%,?
Cc1ccc(NC2=C/C(=N/S(=O)(=O)c3cccs3)c3ccccc3C2=O)cc1,1.8µM*,-4%,3.3µM*
Cc1ccc(CN2CCN(/N=C/c3sccc3C)CC2)c(C)c1,-18%,-1%,?
CCNc1sc(S(C)(=O)=O)nc1S(=O)(=O)c1ccc(C)cc1,-5%,2%,-19%
CCN(CC)C(=O)C1=C(C)N(CCCOC)C(=O)C(CC(=O)NCC2CCCCC2)C1 (centres undefined),-15%,/,-22%
CC(=O)c1cccc(-c2cnc3c(NC=O)cc(-c4ccc(C(=O)N5CCOCC5)cc4)cn23)c1,?,/,?
CSc1ccccc1NC(=O)c1cc(CC(C)C)on1,-10%,-1%,-6%
Oc1ccccc1/C=N/n1cnn(Cc2ccccc2Cl)c1=S,?,-5%,?
CC(=O)NC(Cc1ccccc1)C(=O)NC1CCN(C(=O)NC2CCCCC2)CC1 (centres undefined),-15%,-3%,-1%
CC(C)c1c(O)nc(SCC(=O)N2CCOCC2)[nH]c1=O,-26%,-7%,6%
CCC(Sc1nc2ccsc2c(=O)n1CCC(=O)O)C(=O)Nc1ccc(Cl)cc1 (centres undefined),-24%,/,-6%
c1ccc(-c2onc(-c3ccco3)c2-c2ccc3c(c2)OCO3)cc1,10µM*!,-4%,11µM*!
CC1(C(=O)NC2CCCCCCC2)CCC(=O)N1CCN1CCOCC1 (centres undefined),-3%,-4%,6%
CCOC(=O)c1cnc2c(C)cccc2c1NCCc1ccc(OC)c(OC)c1,16µM*,-4%&-14%,23µM*
# Continuation.
SMILES,DT40 TDP1 CPT,KAT2A inh,TDP1 cell noCPT
COc1ccc(CCNC(=O)COc2ccccc2[N+](=O)[O-])cc1OC,5%,-20%,-21%
CCc1cccc(OCC2Cn3c(nc4c3c(=O)[nH]c(=O)n4C)O2)c1 (centres undefined),8.2µM*,1%,?
Cc1ccccc1C(=O)N/N=C/c1cccc2ccccc12,-1%,-17%,-18%
CCN(CCn1cccn1)C(=O)CCc1nnc(Cc2c[nH]c3ccccc23)o1,-13%,-2%,5%
CCc1noc(C)c1C(=O)NNC(=O)c1cc(OC)cc(OC)c1,0%,1%,21%
COc1ccc(CC(=O)NC2CCN(CC(=O)Nc3ccc4c(c3)OCCO4)CC2)cc1OC,-13%,-11%,-7%
CC(C)N(CCc1ccncc1)C(=S)Nc1ccc(F)c(Cl)c1,16%,1%,-1%
CC(C)CNS(=O)(=O)c1ccc(CC(C)C)cc1,-17%,-8%,?
O=C1C=C(c2ccccc2)C[C@H](c2cccs2)[C@H]1n1cnc([N+](=O)[O-])c1,?,-8%,?
CCCN(CCC)CCCNC(=O)c1cc2c(=O)n(CC)c3ccccc3c2s1,?,-8%,?
COc1ccc(NC(=O)C(C2CC2)n2c(=O)c(-c3ccccc3)nc3ccccc32)cc1 (centres undefined),?,/,15µM*
CN(C)c1cc(-c2ccc(Cl)c(Cl)c2)oc(=O)c1Cl,?,9%,?
COc1ccc(C2CCc3cc(OC)c(OC)cc3C2NC=O)cc1OC (centres undefined),-15%,/,?
O=C(COC(=O)c1ccc(NS(=O)(=O)c2cccs2)cc1)NCc1ccco1,4.1µM*,-7%,2.9µM*
O=C(O)C1=C/C(=C/C=[N+]2c3cc(O)c(O[C@H]4OC(CO)[C@@H](O)[C@@H](O)[C@@H]4O)cc3C[C@@H]2C(=O)[O-])C[C@H](C(=O)O)N1 (some centres undefined),1%,/,-27%
Cc1cc(C(=O)OCC(=O)Nc2ccc(F)cc2F)c(C)o1,-8%,-5%,3%
CC1(C)C(=O)Nc2ccccc2N1C(=O)CSc1nc(-c2ccccc2)cs1,?,19%,15µM*
CCOC(=O)/C(=N/Nc1ccccc1OC)N1CCCc2ccccc21,?,-2%,?
CC(=O)Nc1ccc(-c2nnc(SCC(=O)Nc3ccc4c(c3)oc3ccccc34)n2C)cc1,-14%,-14%,-19%
COc1cccc(OC)c1C(=O)NNS(=O)(=O)c1ccc2ccccc2c1,-9%,-1%,1%
CCc1cccc(N2C(=O)N(Cc3c(F)cccc3Cl)c3ccccc3S2(=O)=O)c1,-29%,-7%,?
CN(CC(=O)NCc1cccnc1)S(=O)(=O)c1ccccc1,-7%,-6%,2%
Cc1ccc(C(=O)OC2=C(C(=O)c3ccccc3)N(C)S(=O)(=O)c3ccccc32)cc1,?,-2%,?
Cc1ccc2nc(N/N=C/c3ccccc3F)nc(-c3ccccc3)c2c1,?,-11%,?

# Structural class: the entries above containing fluorine (11)
SMILES,DT40 TDP1 CPT,KAT2A inh,TDP1 cell noCPT
Cn1c(=O)c2c(nc(SCC(=O)Nc3ccccc3)n2Cc2ccccc2F)n(C)c1=O,?,1%,?
CC12CCC(=O)N1C(C(=O)NCCc1ccc(F)cc1)CS2 (centres undefined),-6%,/,10%
Cc1ncc([N+](=O)[O-])n1CC(=O)Nc1ccc(OC(F)(F)Cl)cc1,?,1%,?
Cc1ccc(NC(=O)c2cccc(NC(=O)N3CCSc4ncccc43)c2)cc1F,-19%,-1%,-25%
Cc1ccc(-c2cc(C(F)F)n3ncc(C(=O)Nc4cn(C)nc4C)c3n2)cc1,-19%,-8%,?
O=C(Cc1cccs1)N(c1ccc(F)cc1)C1(C(=O)NC2CCCCC2)CCCC1,?,-3%,23µM*
O=c1c(-c2cccc(F)c2)nc2cncnc2n1-c1ccccc1,1%,-11%,0%
CC(C)N(CCc1ccncc1)C(=S)Nc1ccc(F)c(Cl)c1,16%,1%,-1%
Cc1cc(C(=O)OCC(=O)Nc2ccc(F)cc2F)c(C)o1,-8%,-5%,3%
CCc1cccc(N2C(=O)N(Cc3c(F)cccc3Cl)c3ccccc3S2(=O)=O)c1,-29%,-7%,?
Cc1ccc2nc(N/N=C/c3ccccc3F)nc(-c3ccccc3)c2c1,?,-11%,?

# Next compounds:
SMILES,DT40 TDP1 CPT,KAT2A inh,TDP1 cell noCPT
Cc1c(Cl)c(=O)n2c(=O)c(Cl)c(C)n12,2%,-21%,-15%
CCOc1ccc(NC(=O)CNC(=O)c2nn(-c3ccc(OC)c(OC)c3)c(=O)c3ccccc23)cc1,-23%,-4%,-25%
Cc1ccc(C)c(N2CN(CCC3=CCCCC3)CNC2=S)c1,?,-2%,21µM*
CN(CC(=O)Nc1ccc(OC(F)(F)F)cc1)C(=O)/C=C/c1cc2c(cc1[N+](=O)[O-])OCO2,-21%,-12%,-2%
COc1ccc(OC)c(NC(=O)CSc2ccc(-c3ccco3)nn2)c1,?,-9%,?
COc1cccc(C(=O)CC(=O)C(=O)Nc2cccc([N+](=O)[O-])c2C)c1,15µM*,-4%,12µM*
N#C/C(=C\Nc1ccc(Cl)cn1)S(=O)(=O)c1ccccc1,6%,-9%,-16%
COC(=O)[C@H](CC(C)C)NC(=O)NC1CCCCC1C (some centres undefined),-8%,5%,5%
Fc1ccc(C2C3=C(Nc4ncnn42)c2ccccc2OC3c2ccncc2)cc1 (centres undefined),0%,-7%,?
CC(NC(=O)C1C2C=CC(C2)C1C(=O)O)c1ccccc1 (centres undefined),-21%,2%,0%
Cc1nc2nc(NC(=O)c3ccccc3F)[nH]n2c(=O)c1Cl,-3%,0%,1%
CSCC[C@H](NC(=O)CCNC(C)=O)c1nc2ccccc2[nH]1,1%,1%,0%
CN(C)CCNC(=O)/C=C/c1cn(-c2ccccc2)nc1-c1cc2ccccc2oc1=O,-11%,0%,17%

# Compound activity deposited in PubChem by National Center for Advancing Translational Sciences (NCATS).
